TRHR PAM: qHTS for Small Molecule Agonists and Allosteric Enhancers of Human TRH Receptor: Primary Screen for Enhancers | Thyrotropin-releasing hormone receptor (Homo sapiens), P34981 | TRHR cells, fluo-8 calcium fluorescence, EC20 TRH enhancement | enhancement, % at 2 µM | actives 0.66% (n = 360,000); in the data active = enhancement above about 30%; also: 0% is about no effect
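Enhancer read-out: after compound pinning and an initial kinetic agonist-mode read, an EC20 of TRH (10 nM final) was injected and fluo-8 calcium signal (Ex 480/Em 530) followed at 1 s/cycle for 100 cycles in TRHR-expressing cells.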
D1 ag: Allosteric Agonists of the Human D1 Dopamine Receptor: qHTS; D(1A) dopamine receptor (Homo sapiens), P21728; HEK293 T-REx D1 cells, calcium flux, agonist mode; activation, % at 2 µM; actives 1% (n = 360,000); in the data active = activation above about 30%; also: 0% is about no effect
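Inducible HEK293 T-REx D1 cells, force-coupled to calcium signalling, were plated at 4000 cells/well with tetracycline and held overnight at 30 C. After no-wash calcium dye loading, compound-evoked calcium rise over 180 s flagged agonists.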
D1 potentiator: Potentiators of Human D1 Dopamine Receptor: qHTS; actives 0.036% (n = 360,000); D(1A) dopamine receptor (Homo sapiens), P21728; potentiation, % at 10 µM; HEK293 TREx D1 cells, calcium flux, dopamine EC20 potentiation; AID 504651, 2011; in the data active = potentiation above about 30%; also: 0% is about no effect
RXFP1 ag: qHTS Assay for Agonists of the Relaxin Receptor RXFP1 | HEK293T-RXFP1 cAMP TR-FRET, 30 min; response scale: percent of porcine relaxin response, buffer zero | Relaxin receptor 1 (Homo sapiens), Q9HBX9 | Potency, µM (top dose mostly 57.5 µM), without a hit: at the highest dose activation, hits mostly activators | actives 0.3% (n = 370,000); active = well fitted activation curve with a large enough effect; inconclusive = small, poorly fitted or top-dose-only effect; also: potency is read from the fitted curve at half-maximal effect; % is scaled to controls: 0 for no effect and ±100 for the full control effect; nearly all actives have a fitted effect of over 60% in size; many of its hits are not listed in these tables
Target sequence (Q9HBX9 whole entry, looked up): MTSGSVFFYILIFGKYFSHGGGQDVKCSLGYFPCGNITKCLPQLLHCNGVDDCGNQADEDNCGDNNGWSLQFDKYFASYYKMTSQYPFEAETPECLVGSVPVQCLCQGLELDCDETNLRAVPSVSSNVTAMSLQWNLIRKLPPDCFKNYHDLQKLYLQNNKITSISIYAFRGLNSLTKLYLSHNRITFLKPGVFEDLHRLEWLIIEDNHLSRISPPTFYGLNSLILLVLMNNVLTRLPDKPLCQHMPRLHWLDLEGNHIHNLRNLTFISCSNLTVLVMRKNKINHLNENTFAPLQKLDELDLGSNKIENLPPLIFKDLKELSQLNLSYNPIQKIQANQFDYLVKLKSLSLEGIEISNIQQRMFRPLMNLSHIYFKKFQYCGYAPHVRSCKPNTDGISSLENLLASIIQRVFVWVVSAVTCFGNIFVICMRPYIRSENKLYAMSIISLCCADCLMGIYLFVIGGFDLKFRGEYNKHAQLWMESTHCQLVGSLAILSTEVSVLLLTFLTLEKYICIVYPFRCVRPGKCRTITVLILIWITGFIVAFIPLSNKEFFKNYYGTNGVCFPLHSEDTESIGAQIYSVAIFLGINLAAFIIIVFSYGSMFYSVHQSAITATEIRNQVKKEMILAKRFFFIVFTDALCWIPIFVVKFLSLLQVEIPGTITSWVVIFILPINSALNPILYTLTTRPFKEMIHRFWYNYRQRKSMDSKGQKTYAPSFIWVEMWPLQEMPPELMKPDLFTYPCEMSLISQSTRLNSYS
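cAMP rise read by TR-FRET after 30 min, 37C compound exposure (up to 58 uM) in RXFP1-transfected HEK293 cells with Ro 20174 present. EC50 from Hill-equation fits, with 29 nM porcine relaxin as 100% and buffer as basal.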
D1 antag: Antagonist of Human D 1 Dopamine Receptor: qHTS | D(1A) dopamine receptor (Homo sapiens), P21728 | HEK293 TREx D1 cells, calcium flux, dopamine EC80; hits give low values | activity change, negative = inhibition, % at 10 µM | actives 3.2% (n = 360,000) | AID 504652, 2011; in the data active = activity change below about -30%; also: % is scaled to controls: 0 for no effect and ±100 for the full control effect
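Tetracycline-induced HEK293 Trex D1 cells, force-coupled to calcium, dye-loaded; compounds added and read 180 s, then EC80 dopamine added and calcium flux tracked kinetically another 180 s.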
D2 potentiator: HTS Assay for Positive Allosteric Modulators of the Human D2 Dopamine Receptor: Primary Screen for Potentiators | D(2) dopamine receptor (Homo sapiens), P14416 | HEK293 T-REx D2, calcium flux, EC20 dopamine potentiation | potentiation, % at 10 µM | actives 0.34% (n = 340,000);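 active = potentiation over 3 SD above the plate norm, cut at about 30% in these data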; also: 0% is about no effect
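Tetracycline-induced HEK293 T-REx cells force-coupled to calcium signalling expressed D2; compounds were pin-added after a 10 s baseline, read kinetically 180 s, then an EC20 dopamine challenge followed with a further 180 s calcium read.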
D2 ag: HTS Assay for Allosteric Agonists of the Human D2 Dopamine Receptor: Primary Screen for Agonists; HEK293 T-REx D2 cells, calcium flux agonist mode; AID 485358, 2010; activation, % at 2 µM; actives 0.53% (n = 340,000); D(2) dopamine receptor (Homo sapiens), P14416;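 active = activation over 3 SD above normal in the single-dose calcium agonist read, cut at about 30% in these data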; also: 0% is about no effect
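HEK293 Trex D2 cells, tetracycline-induced, o/n 30 C 5% CO2; no-wash Ca dye, RT 30–90 min; 10-cycle baseline, 23 nl cpd added, kinetic Ca read 180 s; agonist hits = positive Ca response.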
RXFP1 antagonist: qHTS Assay for Antagonists of the Relaxin Receptor RXFP1 | HEK293-RXFP1, relaxin-stimulated cAMP HTRF, 30 min; hits give low values | activity change, negative = inhibition, % at 57.5 µM | actives 0.59% (n = 350,000) | AID 1259400, 2018;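 active = activity change of -60% or lower, but not beyond a set lower limit; inconclusive = change between -60% and -40%, or beyond the set limit; inactive = change above -40%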; also: % is scaled to controls: 0 for no effect and ±100 for the full control effect
D2 antag: HTS Assay for Allosteric Antagonists of the Human D2 Dopamine Receptor: Primary Screen for Antagonists | D(2) dopamine receptor (Homo sapiens), P14416 | HEK293 TREx D2 cells, calcium flux, dopamine EC80 | inhibition, % at 10 µM | actives 2% (n = 340,000); in the data active = inhibition above about 30%; also: 0% is about no effect
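Dopamine at EC80 is the agonist stimulus; test compounds precede it by 180 s. Calcium flux read kinetically in a force-coupled, inducible HEK293 T-REx D2 cell line.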
* hit, by the source's call; ? = inconclusive; nt = not tested or not shown; [ ] = dose if it differs, or a comment. Only part of the results is shown; the hit share may differ from the screen's.

[1] Cc1ccc([C@@H]2[C@@H]3C(=O)N(C)C(=O)[C@@H]3[C@]3(C)C(=O)N(CC4CC4)CC(=O)N23)o1
[2] CCN(CC)C(=O)CSc1nnc(-c2ccccc2)n1N
[3] CN(C)S(=O)(=O)c1ccc(Oc2ccccc2)cc1
[4] Cc1ccc(-n2c(Cc3cccn3C)nnc2SCC(=O)Nc2ccc3c(c2)OCO3)cc1
[5] c1ccc(-c2ccc3c(c2)NCCN3)cc1
[6] COc1ccc(N2CCN(c3oc(COc4ccc(Cl)cc4)nc3C#N)CC2)cc1
[7] CCOC(=O)c1c(C)n(C)c2ccc(OC)c(NC(=O)c3cccs3)c12
[8] C=CCNC(=O)NC(=O)COC(=O)/C(C#N)=C/c1ccc(OC)cc1
compound no.	1	2	3	4	5	6	7	8
RXFP1 ag	-0.1%	-0.7%	2.1%	2.5%	-51%[inhibitor]	4.3%	-1.0%	-4.0%
D2 ag	0.0	nt	nt	1.0	0.6	nt	-1.4	1.1
D1 antag	-12	-5	-5	2	-6	-5	0	17
TRHR PAM	-9	-1	10	-1	-5	-1	-2	8
RXFP1 antagonist	nt	4	14	-8	13	-24	-15	-15
D2 antag	22	nt	nt	12	-4	nt	18	5
D1 ag	2	1	8	1	1	3	2	0
D1 potentiator	-6	-5	-12	-2	-6	2	-1	0
D2 potentiator	-4	nt	nt	-1	17	nt	3	7

[9] C=CCNC(=O)CN(c1ccc(F)c(Cl)c1)S(C)(=O)=O
[10] C=CCN(C(=O)Cn1nc(C)n2c(cc3cc(C)ccc32)c1=O)c1ccccc1
[11] COC(=O)C(Nc1nccs1)(OC)C(F)(F)F (stereo not drawn)
[12] O=C(NC1CCCC1)C(c1ccccc1)N(C(=O)c1csnn1)C1CCCC1 (stereo not drawn)
[13] CCOC(=O)C1CCN(C(c2ccc(C)cc2)c2sc3nc(-c4ccco4)nn3c2O)CC1 (stereo not drawn)
[14] COCc1cc(C)nc2sc(C(=O)NCCO)c(-n3cccc3)c12
[15] COC(=O)Cc1cc(=O)[nH]c(/N=C(\N)Nc2cccc(C)c2)n1
[16] CCOC(=O)N1CCN(C(=O)CSCc2ccccc2C)CC1
compound no.	9	10	11	12	13	14	15	16
RXFP1 ag	-1.2%	1.2%	0.3%	-3.8%	-0.4%	0.5%	-0.6%	3.9%
D2 ag	1.0	-0.3	1.4	-0.8	-0.1	-0.1	0.4	0.5
D1 antag	-2	-8	-3	-3	nt	2	-7	29
TRHR PAM	-5	-1	3	-1	1	-9	-4	2
RXFP1 antagonist	5	10	-3	-3	-5	-10	-6	-7
D2 antag	10	-2	0	25	nt	4	-6	-5
D1 ag	-1	2	4	8	-4	0	1	11
D1 potentiator	-1	0	-7	0	0	-2	-4	-5
D2 potentiator	-12	1	6	21	16	nt	2	17

[17] COc1cc(NC(=O)c2ccc3c(c2)OCO3)ccc1NC(=O)C(C)C
[18] COCCCNC(=O)CN(c1cccc(Cl)c1C)S(C)(=O)=O
[19] Cc1ccc(Nc2nc(N)nc(CSc3ncccn3)n2)cc1
[20] COc1cccc(CN2CCN(Cc3ccon3)CC2CCO)c1 (stereo not drawn)
[21] O=C1C(=O)N(CCN2CCOCC2)C(c2ccc(F)cc2)/C1=C(/O)c1ccc(S(=O)(=O)N2CCOCC2)cc1 (stereo not drawn)
[22] Cc1cccc(NC(=O)C2CCN(C(=O)c3ccc(Cl)cc3)CC2)n1
[23] Cc1ccc(C)c(OC(=O)C2CSC3(C)CCC(=O)N23)c1C (stereo not drawn)
[24] COCCNC(=O)CCc1nnc2ccc(N3CCC(C)CC3)nn12
compound no.	17	18	19	20	21	22	23	24
RXFP1 ag	0.7%	-4.8%	0.2%	-2.8%	1.5%	1.6%	0.3%	?
D2 ag	-0.7	-0.5	0.6	0.5	-1.4	1.5	-0.4	0.5
D1 antag	6	-2	1	-13	-1	-14	7	3
TRHR PAM	4	-2	-2	8	-5	-1	6	31*
RXFP1 antagonist	-23	-8	5	2	4	5	6	-2
D2 antag	64*	8	2	-2	-4	-2	7	-4
D1 ag	4	2	-1	2	6	5	3	1
D1 potentiator	-3	-5	-3	0	-8	-8	nt	-4
D2 potentiator	-2	-3	-5	-9	-15	5	7	-3

[25] CC1CN=C(N(C(=O)Nc2ccccc2)c2ccc(S(=O)(=O)N3CCOCC3)cc2)S1 (stereo not drawn)
[26] Cn1cc(-c2nc3ccccc3[nH]2)c2ccccc21
[27] O=C(CSc1nnc(C2CC2)n1CC1CCCO1)Nc1ccccc1Cl (stereo not drawn)
[28] COc1ccc2c(CCNC(=O)Nc3ccccc3)c[nH]c2c1
[29] CC(C)(C)C1CCc2[nH]c3ccccc3c(=O)c2C1 (stereo not drawn)
[30] O=C([C@@H]1CCCN1C(=O)c1cccs1)N1CCN(S(=O)(=O)c2cccc(F)c2)CC1
[31] CC(C)C(=O)Nc1ccc2nc(SCC(=O)N3CCOCC3)sc2c1
[32] Cc1c(N=Cc2cccnc2)c(=O)n(-c2ccccc2)n1C
compound no.	25	26	27	28	29	30	31	32
RXFP1 ag	-0.6%	1.1%	-3.7%	3.4%	2.2%	0.7%	1.8%	0.0%
D2 ag	0.3	0.4	-2.0	-0.8	-0.1	0.4	1.9	1.0
D1 antag	-10	4	-6	-19	8	-10	-15	-18
TRHR PAM	6	6	4	-7	3	1	-2	3
RXFP1 antagonist	2	-7	10	6	-3	1	-14	6
D2 antag	-8	-11	-11	12	-3	-2	nt	nt
D1 ag	11	1	-1	5	4	1	2	6
D1 potentiator	-6	-6	-4	0	-4	2	0	11
D2 potentiator	20	-9	15	-6	-1	-3	-1	-4

[33] CCn1c(CN2CCCCC2)nc2cc(NC(=O)COc3ccc([N+](=O)[O-])cc3)ccc21
[34] O=C(Nc1cccc(CCc2ccccn2)c1)c1cc(F)c(F)cc1Cl
[35] CC(C)N(C(=O)CSc1nnc(NC2CC2)s1)c1ccccc1
[36] Cc1ccc(C)c(NC(=O)CN(C)C(=O)c2cc3ccccc3o2)c1
[37] CN(C)C(=O)c1ccc(NC(=O)c2ccccc2SCC(=O)N2CCCC2)cc1
[38] CCOc1ccc(CNC(=O)C2CCCN(S(=O)(=O)N(C)c3ccc(F)cc3)C2)cc1OC (stereo not drawn)
[39] Cc1ccc(N2C(=O)c3n[nH]c(C)c3C2c2ccccc2Cl)cc1 (stereo not drawn)
[40] c1ccc2c(c1)CCCN2Cc1nnc2n1CCCCC2
compound no.	33	34	35	36	37	38	39	40
RXFP1 ag	-3.0%	0.7%	-4.0%	2.4%	1.6%	-1.3%	1.2%	0.4%
D2 ag	26	-0.2	-0.2	0.1	-0.5	-0.5	-0.4	-0.1
D1 antag	-11	-22	-10	-1	0	-27	9	2
TRHR PAM	-3	0	-4	-5	4	10	7	-5
RXFP1 antagonist	1	14	-5	-2	-1	-30	nt	-4
D2 antag	nt	-2	-9	7	-13	nt	nt	10
D1 ag	2	4	1	3	4	34*	6	2
D1 potentiator	0	-3	-2	-3	nt	-6	5	-3
D2 potentiator	-39	-2	-5	-7	3	1	4	3

Complete entries, looked up by structure. Order of values: RXFP1 ag, D2 ag, D1 antag, TRHR PAM, RXFP1 antagonist, D2 antag, D1 ag, D1 potentiator, D2 potentiator
CCn1c(CN2CCCCC2)nc2cc(NC(=O)COc3ccc([N+](=O)[O-])cc3)ccc21 across the screens: -3.0%, 26, -11, -3, 1, nt, 2, 0, -39
c1ccc2c(c1)CCCN2Cc1nnc2n1CCCCC2 across the screens: 0.4%, -0.1, 2, -5, -4, 10, 2, -3, 3
CCOc1ccc(CNC(=O)C2CCCN(S(=O)(=O)N(C)c3ccc(F)cc3)C2)cc1OC (stereo not drawn) across the screens: -1.3%, -0.5, -27, 10, -30, nt, 34*, -6, 1
CN(C)C(=O)c1ccc(NC(=O)c2ccccc2SCC(=O)N2CCCC2)cc1 across the screens: 1.6%, -0.5, 0, 4, -1, -13, 4, nt, 3

Next entries:
[41] Cc1cc(C)cc(NC(=O)CSCc2cnn(-c3ccccc3)c2-n2cccc2)c1
[42] O=C(O)C1CSC(c2ccc3c(c2)OCO3)N1 (stereo not drawn)
[43] COc1ccc(S(=O)(=O)NCC(=O)Nc2ccc3c(c2)OCCO3)cc1OC
[44] COC(=O)Cn1cnc2sc3c(c2c1=O)CCCC3
[45] O=[N+]([O-])c1c(C(Cl)Cl)nn(-c2ccc(Cl)cc2)c1N1CCCCC1
[46] CC(C)Cc1cc(C(=O)N2CCCC(CO)(Cc3ccc(F)cc3F)C2)n[nH]1 (stereo not drawn)
[47] Cc1ccccc1NC(=S)NCCO
[48] CC(=O)N1CCCc2cc(S(=O)(=O)N3CCN(c4ccccc4F)CC3)ccc21
compound no.	41	42	43	44	45	46	47	48
RXFP1 ag	0.7%	-1.2%	-1.1%	17%	1.0%	0.2%	-5.5%	-0.4%
D2 ag	-0.5	nt	-2.0	2.1	-0.9	-0.1	nt	0.6
D1 antag	11	-12	-2	-5	24	16	4	-13
TRHR PAM	-4	-4	5	-4	21	-5	-4	-5
RXFP1 antagonist	-10	-27	7	-3	-28	2	-1	-13
D2 antag	-5	nt	1	-3	4	-12	nt	nt
D1 ag	3	-1	6	0	2	4	2	7
D1 potentiator	-2	0	4	-10	-7	-5	6	-6
D2 potentiator	3	15	6	12	-1	-22	nt	-9

[49] O=C(Nc1ccnn1C1CCN(Cc2ccc(Cl)cc2)CC1)C1CCCC1
[50] Oc1ccc(/C=N/Nc2ccc(C(F)(F)F)cn2)c(O)c1
[51] CCOC(=O)c1ccc(CN(Cc2ccc(F)cc2)S(=O)(=O)c2cc(C(=O)Nc3cccc(C(F)(F)F)c3)ccc2F)cc1
[52] COc1ccc(OC)c2c(C)cc(N3CCN(C(=O)c4ccc(Cl)cc4)CC3)nc12
compound no.	49	50	51	52
RXFP1 ag	-1.4%	-2.6%	-0.8%	0.2%
D2 ag	0.1	0.6	0.3	1.4
D1 antag	-6	-9	4	11
TRHR PAM	-1	1	0	4
RXFP1 antagonist	-16	nt	3	4
D2 antag	20	20	nt	10
D1 ag	9	1	11	3
D1 potentiator	-3	-2	0	1
D2 potentiator	-7	-3	-7	4
